Bioassay records as filed in PubChem.
Growth percent in the NCI-60 one-dose screen (48 h, 10 µM unless noted): 100 = growth as untreated, 0 = no growth, -100 = all killed.
UO-31: UO-31 renal cancer | hit rate 5.2% among 81,000
TK-10: TK-10 renal cancer cells. hit rate 3.9% among 81,000. AID 1794769
786-0: 786-0 renal cancer cells; hit rate 5.1% among 81,000; AID 1794775
ACHN: ACHN renal cancer; hit rate 4.9% among 81,000
U251: U251 CNS tumor cells; hit rate 5.4% among 80,000; AID 1794753
RXF 393: RXF 393 renal cancer cells. hit rate 6.9% among 77,000. AID 1794773
CAKI-1: CAKI-1 renal cancer | hit rate 4.7% among 75,000
A498: A498 renal cancer cells | hit rate 5.4% among 76,000 | AID 1794774
SN12C: SN12C renal cancer cells; hit rate 3.8% among 81,000
The depositor's hits bear a star; · = no result given; & = joins results of further samples; ! = not confirmed by another sample; [ ] = dose if it differs, or a comment. How the source made its calls: active means growth percent below 10; inactive means the rest.

SMILES	UO-31	TK-10	786-0	ACHN	U251	RXF 393	CAKI-1	A498	SN12C
Cc1nc(-c2ccccc2)cc2c1C(=O)N(CC(=O)c1ccccc1)C2=O	93.2	100.1	99.5	115.7	102.8	117.3	98.7	98.7	104.6
COc1ccc(CC[n+]2cccc(C#N)c2)cc1OC	84.8	123.7	107.4	98.9	103.4	99.8	117.7	94.3	111.4
CCCCCCCCCCCCCCCCCC1=NC(C)(C)CN1c1ccccc1	72.6	108.0	94.0	99.6	89.0	89.7	77.1	103.3	93.8
Cc1ccc(N2CCN(C(=S)c3ccccc3)CC2)cc1	95.1	101.6	94.7	102.8	93.3	150.4	93.4	76.8	98.4
CC(C)(C)C1=CCN(C(C)(C)/C=N\O)CC1	83.7	85.6	102.3	97.8	95.1	112.8	113.6	92.1	105.3
CN(C)c1ccc(/C=C/C=C2\c3ccccc3-c3ccc([N+](=O)[O-])cc32)cc1	87.7	101.3	107.1	103.3	88.0	·	93.9	·	98.3
O=C(Nc1ccc2c(c1)OCCO2)C(=O)c1c[nH]c2ccccc12	50.9	75.1	59.7	57.4	34.0	24.3	49.7	26.3	42.4
c1cnc2ncncc2n1	76.1	97.6	101.7	94.7	100.4	117.9	·	100.1	101.9
CCCCCCCCc1ccc(C(=O)Nc2ccccc2CP(=O)(O)O)cc1	80.7	97.5	99.7	104.9	97.8	100.2	90.8	99.6	106.6
O=C1NCc2ccccc21	94.8	94.2	102.7	113.1	98.8	110.3	106.0	97.7	101.3
C=C(C)[C@@H]1CC[C@]2(C=C(C#N)C#N)CC[C@]3(C)[C@H](CC[C@@H]4[C@@]5(C)CCC(=O)C(C)(C)[C@@H]5CC[C@]43C)[C@@H]12	81.9	117.7	98.7	94.6	93.0	·	74.3	103.3	91.7
Cc1cc2c(O)c(-c3cc(Cl)ccc3Cl)c3sc(=O)oc3c2cc1C	85.3	112.7	83.8	79.8	45.4	86.0	53.9	30.1	66.9
Cc1c(CC(=S)N2CCOCC2)nnn1-c1ccc(F)cc1	80.9	98.6	105.1	104.6	98.5	116.0	93.4	114.8	109.7
CC(C)=CC/C=C(/C)[C@H]1CC[C@]2(C)[C@@H]1CC[C@@H]1[C@@]3(C)CC/C(=N/O)C(C)(C)[C@@H]3CC[C@]12C	58.3[100 µM]	82.0[100 µM]	58.7[100 µM]	54.3[100 µM]	50.9[100 µM]	61.3[100 µM]	57.4[100 µM]	88.8[100 µM]	41.0[100 µM]
Cc1[nH]c(C2CC(c3ccccc3)=NN2c2ccccc2)c(C)c1C(=O)NCC(F)(F)F (stereo not drawn)	74.7	138.8	94.6	97.7	97.6	71.7	80.2	46.8	105.6
COc1cc2c3c(n([C@H]4CCOC4)c(=O)c2cc1OC)-c1cc2c(cc1C3=O)OCO2	10.6	90.0	10.6	0.6*	11.9	41.7	33.5	·	22.9
O=[N+]([O-])c1ccc(Sc2ccncn2)c([N+](=O)[O-])c1	51.1	34.3	69.7	37.2	106.1	81.7	39.7	127.1	51.3
CCOC(=O)CC(=O)c1cccnc1	97.3	104.2	105.4	107.2	101.3	107.4	103.2	99.7	103.5
CN(C)c1ccc(/C=N/NC(=O)CSc2ncnc3c2c(-c2ccccc2)cn3C2CCCCC2)cc1	67.5	117.1	98.4	94.3	101.0	96.1	82.6	116.1	101.2
Nc1ccc(C(=O)OCCCN(C2CCCCC2)C2CCCCC2)cc1	91.6	97.4	102.9	97.0	102.1	128.6	93.4	91.8	96.9
O=C(Nc1cccc2ccccc12)c1cc2c(cc1Br)OCO2	99.2	171.7	158.4	94.2	102.6	126.3	101.0	126.4	106.5
C[N+]1(CC[N+]2(C)CCCCC2)CCCCC1	99.8	102.6	103.2	101.0	105.1	128.5	99.6	93.3	99.7
O=C1c2ccccc2CN1C12CCC3CC(CC(O)(C3)C1)C2 (stereo not drawn)	90.5	·	93.4	95.5	96.6	101.8	103.2	110.6	96.1
CC(Sc1nc2sc3c(c2c(=O)n1-c1ccc(Cl)cc1)CCCC3)C(=O)Nc1ccccc1Br (stereo not drawn)	66.3	105.8	83.8	90.8	57.2	76.0	66.6	122.2	85.3
COc1ccc(C2=NNC(c3sc(Cl)nc3Cl)C2)cc1 (stereo not drawn)	85.3	115.6	99.2	105.4	93.7	71.7	97.4	101.7	22.4
COc1ccc(C(=O)c2cc3c(N)c(C(=O)Nc4cccc(Br)c4C)sc3nc2C)cc1	21.0	54.3	26.2	24.0	10.7	·	15.2	-13.2*	19.2
Cn1cc(CNc2nc3ccc(OC/C(=C/F)CN)cc3o2)ccc1=O	93.1	106.8	92.4	104.9	105.7	106.5	91.0	101.9	99.8
O=c1ccc2cc3ccccc3cc2[nH]1	76.4	119.1	102.7	108.4	95.5	93.7	78.4	97.9	94.4
CC/C=C/C/C=C/C/C=C/C/C=C/C/C=C/C/C=C/CCC(=O)Nc1ccn([C@@H]2O[C@H](CO)[C@@H](O)C2(F)F)c(=O)n1	3.3*	67.9	0.1*	6.2*	22.4	24.9	12.4	16.6	-2.1*
COc1ccc(-n2cc(-c3ccc(Br)cc3)nc2SCC(=O)c2ccc(C)cc2)cc1	96.8	87.8	84.9	85.0	68.8	72.1	91.9	77.0	97.1
CCCCOc1nc2ccc(Cl)cc2cc1/C=C/C(=O)/C=C/c1ccc(Cl)cc1	66.9	·	94.1	81.5	35.3	41.6	98.1	92.4	92.1
CSc1nc(Nc2cccc(NC(=O)/C(C#N)=C/c3ccccc3)c2)c(C#N)c(-c2cccc([N+](=O)[O-])c2)n1	66.5	154.1	103.4	96.1	·	106.2	85.0	50.3	92.2
N#CC1=C(N)Oc2cc(O)ccc2C1c1cc2c(c([N+](=O)[O-])c1)OCCO2 (stereo not drawn)	85.6	108.0	99.5	105.6	96.4	104.4	89.6	71.5	114.4
COc1ccc(CCNC(=O)C2CCN(c3nc(C(F)(F)F)ccc3C#N)CC2)cc1OC	92.2	107.0	99.5	98.7	98.4	115.4	99.6	70.0	96.0
CSc1nc(-c2ccc(Br)cc2)c(C#N)c(=O)[nH]1	93.2	·	108.0	108.0	96.0	110.5	97.2	112.9	101.2
O=C(O)CN(CCN(CC(=O)O)CC(=O)O)CCN(CC(=O)O)CC(=O)O	-3.9*!	-24.1*!	-20.3*!	103.6&97.5	4.2*!	-19.3*!	-7.2*!	12.7	1.7*!
COc1ccc(C(O)(c2ccc(OC)cc2)c2ccccc2OC)cc1	81.0	103.5	103.0	104.7	110.1	105.7	91.1	120.6	105.3
NC(=O)NC(=O)/C=C\C(=O)OCCc1ccccc1	95.0	116.0	98.5	109.0	98.6	100.9	101.8	103.2	106.9
CN(C)c1ccc(/C=C2\SC(=S)N(Cc3nc4ccccc4[nH]3)C2=O)cc1	57.4	103.3	90.6	92.1	100.2	·	85.2	·	86.7
COc1cccc(NC(=O)c2sc3nc4c(cc3c2N)CN(Cc2ccccc2)CC4)c1C	77.5	119.1	109.4	·	98.1	101.9	·	88.3	93.0
Cc1ccc(NC(=O)CSc2nc3ccccc3nc2C)cc1	70.7	102.1	86.6	90.8	91.0	94.0	81.4	64.0	88.9
O=C(O)CNC(=O)c1nc(-c2ccccc2)n(-c2ccccc2)n1	91.2	93.0	97.7	114.5	95.2	103.7	104.5	·	102.3
Cc1ccc(S(=O)(=O)Oc2ccc(Br)cc2)cc1	102.7	89.2	76.7	96.7	91.1	89.4	92.9	84.7	99.3
Cc1ccc(-n2nc(C(=O)O)c(N3CCOCC3)n2)cc1	77.7	145.8	103.6	103.1	100.4	101.6	88.0	100.2	100.0
CCC(C(=O)c1ccccc1)C1(C(=O)OC)NC(=S)NC(=O)C1C#N (stereo not drawn)	92.5	104.8	108.7	114.6	113.2	108.9	93.9	116.7	107.8
Cc1ccc(C(C)C)cc1NC(=O)C(C)c1ccc(CC(C)C)cc1 (stereo not drawn)	97.7	112.5	102.1	99.8	99.1	116.4	96.5	94.3	107.6
CCCn1nc(C(=O)N2CCCCC2)c2c1CCC(NCCc1cccnc1)C2 (stereo not drawn)	89.1	74.2	98.8	108.2	96.1	121.4	102.9	94.9	91.6
NC[C@H]1O[C@@H](O[C@H]([C@H]2O[C@@H](n3ccc(=O)[nH]c3=O)[C@H](O)[C@@H]2O)[C@H](NCCCC(=O)NCc2ccc(N3CCC(Oc4ccc(OC(F)(F)F)cc4)CC3)cc2)C(N)=O)[C@H](O)[C@@H]1O	73.6	91.4	106.6	94.0	94.9	104.4	80.8	109.1	92.4
Nc1[nH]nc(Nc2ccccc2)c1-c1nc2ccccc2s1	18.8	23.0	10.2	15.5	22.0	36.3	25.1	46.8	34.2
COc1ccc(NC(=O)/C=C/c2ccc(NC(=O)N3CCOCC3)cc2)cn1	78.4	104.0	104.3	100.4	99.2	109.0	96.7	96.4	99.9
O=C(/C=C/c1ccc(Cl)cc1)c1ccc(Nc2nc(N3CCCCC3)nc(N3CCCCC3)n2)cc1	101.5	104.0	102.7	108.1	99.8	116.9	100.8	102.6	108.5
O=C1c2cccc3cccc(c23)C(=O)N1CCO	97.9	117.0	·	100.6	112.3	120.8	97.5	103.9	111.5
NC(=O)c1ccc(N=C(N)N=C(N)N)cc1	78.5	77.5	96.4	111.8	101.3	89.6	93.4	106.4	110.0
O=C(Cc1csc2[n+]1C(=O)/C(=C/c1ccc(Cl)cc1)S2)Nc1ccccc1	64.2	124.2	97.0	85.6	96.2	121.2	87.8	103.9	94.7
COc1ccc(C2=C(C)c3ccc(OC(C)=O)cc3OC2(C)C)cc1	72.9	110.5	93.8	96.8	101.9	102.9	·	·	93.6
NS(=O)(=O)c1ccc(Nc2nc(NNC(=O)CN3CCOCC3)nc(Nc3ccccc3)n2)cc1	80.8	109.0	101.9	95.7	100.2	112.4	86.6	91.4	102.0
CCN(CC)C(=O)c1c(-[n+]2noc(=O)[nH]2)no[n+]1[O-]	86.4	113.2	96.6	111.3	104.1	109.6	90.1	·	99.2
Cc1ccc(F)cc1NC(=O)c1cc(Cl)ccc1Nc1ccccc1	23.7	63.0	68.1	42.3	42.5	68.3	48.2	89.1	32.1
COc1ccc(/C=C/C=C/C(=O)c2ccc(NC(=S)Nc3ccccc3)cc2)cc1	85.8	107.2	97.2	101.2	109.5	103.4	90.0	105.9	98.3
C[C@@H](Oc1cc(-c2cnn(C3CC4(CCCNC4)C3)c2)cnc1N)c1c(Cl)ccc(F)c1Cl (stereo partly drawn)	29.7	·	25.2	29.5	29.5	-9.6*	56.6	-10.4*	21.7
Following part:
SMILES	UO-31	TK-10	786-0	ACHN	U251	RXF 393	CAKI-1	A498	SN12C
CCOC(=O)c1ccc(-c2ccc3cc(OC)ccc3c2)nc1C	93.9	84.3	85.7	96.8	104.4	116.4	114.0	99.8	100.6
CCN1CCN(C(C(=O)NCCc2c[nH]c3ccccc23)c2c[nH]c3ccccc23)C(=O)c2ccccc2C1=O (stereo not drawn)	64.5	99.8	101.1	91.0	99.3	104.0	98.1	101.8	96.0
CCOc1c(C#N)c(Nc2ccc(S(N)(=O)=O)cc2)c(C#N)c2nc(=S)nc(Nc3ccccc3)n12	99.7	119.5	114.5	92.7	104.1	125.9	102.0	·	94.2
O=[N+]([O-])c1cccc(CN(Cc2cccc([N+](=O)[O-])c2O)C2CCCCC2)c1O	75.3	106.1	100.2	99.2	102.3	110.8	91.3	97.4	97.2
COc1cc(OC)c(Cl)cc1N	91.3	105.0	111.3	100.5	103.7	110.3	91.6	90.9	93.1
CCOC(=O)CC1CSC(N/N=C/c2cc(OC)c(OC)c(OC)c2)=N1 (stereo not drawn)	78.3	98.8	105.4	109.3	97.8	108.0	95.2	90.3	96.6
CC(=O)Nc1c(Br)cc2c(c1Br)C(=O)c1ccccc1-2	55.8	117.2	97.5	102.0	97.8	115.7	88.3	96.9	94.1
CS(=O)(=O)Nc1cncc(-c2ccc3ncnc(NCc4ccccc4)c3c2)c1	52.7	63.0	55.0	77.5	22.1	35.6	60.7	63.8	34.8
CC(=O)OC1Oc2cc(C)c(C)cc2-c2oc(=O)c(-c3cc4ccc(N(C)C)cc4oc3=O)cc21 (stereo not drawn)	51.4	89.6	74.1	103.3	115.3	45.9	65.4	57.8	84.2

Of the compounds above, 7 have bromine:
SMILES	UO-31	TK-10	786-0	ACHN	U251	RXF 393	CAKI-1	A498	SN12C
O=C(Nc1cccc2ccccc12)c1cc2c(cc1Br)OCO2	99.2	171.7	158.4	94.2	102.6	126.3	101.0	126.4	106.5
CC(Sc1nc2sc3c(c2c(=O)n1-c1ccc(Cl)cc1)CCCC3)C(=O)Nc1ccccc1Br (stereo not drawn)	66.3	105.8	83.8	90.8	57.2	76.0	66.6	122.2	85.3
COc1ccc(C(=O)c2cc3c(N)c(C(=O)Nc4cccc(Br)c4C)sc3nc2C)cc1	21.0	54.3	26.2	24.0	10.7	·	15.2	-13.2*	19.2
COc1ccc(-n2cc(-c3ccc(Br)cc3)nc2SCC(=O)c2ccc(C)cc2)cc1	96.8	87.8	84.9	85.0	68.8	72.1	91.9	77.0	97.1
CSc1nc(-c2ccc(Br)cc2)c(C#N)c(=O)[nH]1	93.2	·	108.0	108.0	96.0	110.5	97.2	112.9	101.2
Cc1ccc(S(=O)(=O)Oc2ccc(Br)cc2)cc1	102.7	89.2	76.7	96.7	91.1	89.4	92.9	84.7	99.3
CC(=O)Nc1c(Br)cc2c(c1Br)C(=O)c1ccccc1-2	55.8	117.2	97.5	102.0	97.8	115.7	88.3	96.9	94.1
